# CSM14.1 death rescue: protection against thapsigargin-triggered cell killing – 384-well, CSM14.1, ATP luminescence, primary screen (AID 1222); 190,000 tested, under 10 active; CSM14.1 thapsigargin-induced death rescue, ATP luminescence; higher % means a stronger effect; cellular ATP content (survival), % at 20 µM, or EC50 in µM where a hit was titrated;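 active means EC50 below 50 µM in the dose-response confirmation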;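 further: death triggered by thapsigargin at about 15 µM added after 2 h compound pretreatment; cell ATP read after overnight thapsigargin exposure of roughly 18 to 22 hours; normalized against plate controls of thapsigargin alone and 5% DMSO vehicle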
# Large T inhibition: SV40 large T antigen inhibitors, biochemical (AID 1903); SV40 large T antigen ATPase/helicase inhibition assay; higher % means a stronger effect; one-dose inhibition, % at 20 µM; IC50 in µM for titrated hits; hit rate 0.39% among 310,000; in the data active means a potency from the dose series; inconclusive means inhibition mostly from about 32% at the one dose, without a potency; inactive means the rest, 99 in 100 with inhibition below about 32%; further: strong numbers were not always called active
# Dengue-2 NS5 capping: flavivirus cap methylation enzyme inhibition – biochemical, confirmation dose response, primary screen (AID 588689). Dengue-2 NS5 methyltransferase capping enzyme assay, biochemical; higher % means a stronger effect. inhibition, % at 25 µM, or IC50 in µM where a hit was titrated. hit rate 0.3% among 340,000; in the data active means a potency from the dose series; inconclusive means inhibition above about 29% without an active follow-up result
# West Nile antiviral: West Nile virus antiviral activity, cell-based, CPE readout (AID 1621). hit rate 0.02% among 290,000. one-dose CPE inhibition, % at 10 µM; IC50 in µM for titrated hits. West Nile virus-infected cells, CPE inhibition; higher % means a stronger effect; in the data active means a potency from the dose series; inconclusive means CPE inhibition mostly from about 3.7% at the one dose, without a potency; inactive means the rest, 99 in 100 with CPE inhibition below about 2.2%; further: strong numbers were not always called active
# LYP inhibition: PTPN22 lymphoid phosphatase activity blockers – biochemical, fluorescence intensity, uHTS (AID 1779); recombinant LYP phosphatase, fluorescence intensity; higher % means a stronger effect; one-dose inhibition, % at 11.5 µM; IC50 in µM for titrated hits; hit rate 0.054% among 290,000; in the data active means inhibition above about 50%;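 further: plate controls were vehicle with enzyme for no effect and no enzyme for full effect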
# MgcRacGAP inhibition: MgcRacGAP GTPase-activating activity inhibitors, confirmation, biochemical, ADP Hunter fluorescence; MgcRacGAP-stimulated Rac1 GTP hydrolysis, ADP Hunter fluorescence; higher % means a stronger effect; GST-tagged Rac1 F28L mutant substrate; inhibition, % at 30 µM; hits with a dose series show IC50 in µM; hit rate 0.6% among 340,000;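 active means first-screen hits whose inhibition reached a set limit at any dose in the follow-up dose series; inconclusive means inhibition above the set first-screen limit but never retested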;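 further: fluorescence reports GDP produced by GAP-driven GTP hydrolysis; strong numbers were not always called active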
# GPR35 antagonists: GPR35 antagonists blocking zaprinast-driven arrestin recruitment, primary screen, imaging, U2OS, beta-arrestin-GFP, zaprinast agonist (AID 2058). U2OS GPR35 beta-arrestin-GFP translocation imaging, zaprinast antagonism; higher % means a stronger effect. inhibition, % at 10 µM; hits with a dose series show IC50 in µM. hit rate 0.052% among 290,000;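 active means inhibition of at least 50% with at least 30 cells and total cytoplasm GFP at most 10,000,000; inconclusive means under 30 cells or total GFP of 10,000,000 plus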
# RSV CPE inhibition: inhibition of RSV-induced cytopathic effect – HEp-2 cells, primary 10 µM value included (AID 2391); HEp-2 cells, RSV-induced CPE inhibition; higher % means a stronger effect; one-dose CPE inhibition, % at 10 µM; IC50 in µM for titrated hits; hit rate 0.13% among 310,000; in the data active means a potency from the dose series; inconclusive means CPE inhibition mostly from about 23% at the one dose, without a potency; inactive means the rest, 99 in 100 with CPE inhibition below about 21%; further: strong numbers were not always called active
# Salmonella PhoP GFP: PhoP-dependent GFP reporter repression – Salmonella Typhimurium, primary screen (AID 1863). inhibition, % at 50 µM; hits with a dose series show IC50 in µM. hit rate 0.16% among 300,000. S. Typhimurium PhoP-regulated promoter GFP reporter, 4 h; higher % means a stronger effect;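 active means inhibition over 29.93%, a cutoff 3 SD above the screen mean, later confirmed by dose response; inconclusive means inhibition over 29.93% but no dose response follow-up; inactive means inhibition at most 29.93% or unconfirmed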;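 further: 0% = low Mg2+ inducing control and 100% = high Mg2+ repressing control; strong numbers were not always called active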
# * = called active by the depositor; ? = inconclusive; . = no result given; & = joins results of further samples.
SMILES,CSM14.1 death rescue,Large T inhibition,Dengue-2 NS5 capping,West Nile antiviral,LYP inhibition,MgcRacGAP inhibition,GPR35 antagonists,RSV CPE inhibition,Salmonella PhoP GFP
COc1ccc(OCC(=O)N/N=C/c2ccc(N(C)C)cc2)cc1,-1.8%,9%,.,-0.5%,-5%,7%,7%,1.6%,-8%
Cc1ccc(-c2csc(NC(=O)C3CCN(S(=O)(=O)c4cccs4)CC3)n2)cc1,3.8%,5%,1%,-2.0%,2%,-2%,-19%,-0.8%,28%
Cc1ccc(/C=C/C(=O)NCCc2ccccc2)o1,.,13%,-13%,-0.2%,-4%,14%,12%,2.0%,-2%
O=C(NC12CC3CC(CC(C3)C1)C2)c1ccc(N2CCNCC2)c([N+](=O)[O-])c1,.,14%,2%,1.6%,-4%,-1%,5%,-0.6%,-3%
O=C(c1ccc([N+](=O)[O-])cc1)N1CCSC1c1cccc(Cl)c1 (centres undefined),-0.4%,3%,-1%,-0.4%,-8%,1%,-8%,-1.1%,-1%
Cc1nc(Nc2ccc(O)cc2)c2c3c(sc2n1)CCCC3,.,30%,-8%,-0.3%,-1%,29µM*,-10%,?,-1%
CC(=O)Nc1ccc(NC(=O)CSc2cn(CC(=O)N3CCOCC3)c3ccccc23)cc1,.,15%,8%,1.0%,-2%,-3%,-21%,1.8%,-7%
COc1ccc(NC(=O)c2sc3nc(-c4cccnc4)ccc3c2N)cc1,.,9%,?,0.0%,-7%,-5%,-1%,1.5%,-18%
Cc1cccc(NC(=O)N2CCCC2C(=O)NCc2cccs2)c1 (centres undefined),1.8%,2%,-3%,0.5%,-7%,10%,-2%,0.5%,4%
CCC(C)(C)NC(=O)C(c1ccc(OC)cc1)N(Cc1ccco1)C(=O)CCC(=O)Nc1cc(C)on1 (centres undefined),-1.3%,5%,-2%,-0.5%,-3%,10%,-5%,4.8%,-5%
O=C(Nc1ccc(F)c(Cl)c1)c1cc(-c2ccco2)on1,.,12%,-6%,-0.8%,-7%,3%,6%,1.2%,-7%
O=C(Nc1ccc(F)cc1)Nc1sccc1-c1nc2ccccc2s1,.,12%,-23%,-0.1%,-4%,6%,17%,2.8%,0%
CCOc1ccc(NC(=S)N2CCCN(Cc3cccc(Cl)c3)C2)cc1,.,6%,-12%,-0.9%,-4%,9%,0%,-1.0%,-3%
CCc1cc2c(SCC(=O)O)ncnc2s1,-1.8%,4%,-7%,-0.6%,-6%,4%,-9%,3.2%,-8%
Fc1cccc(C[n+]2csc3ccccc32)c1,0.0%,20%,-9%,-0.9%,9%,27%,14%,-1.0%,-1%
O=C(Cn1cnc2c(nnn2Cc2ccc(Cl)cc2)c1=O)N1CCCc2ccccc21,0.8%,10%,0%,-0.5%,-5%,10%,6%,1.9%,4%
COc1cccc(-n2c(C)c3c(OC)cccc(=O)c3c2C)c1,5.7%,2%,9%,-0.3%,-5%,12%,13%,8.4%,-2%
CCN1CCN(C(=O)C2CCN(S(=O)(=O)c3ccc(SC)cc3)CC2)CC1,.,0%,-4%,-0.2%,-4%,7%,5%,-0.9%,3%
COC(CN(C)C(=O)C1CCCN(S(=O)(=O)c2ccc3c(c2)oc(=O)n3C)C1)OC (centres undefined),.,2%,22%,0.0%,-9%,4%,-6%,-0.4%,3%
COc1ccc(-n2ccnc2SCC(=O)NC2CCCC2)c(OC)c1,-0.6%,7%,-5%,-0.8%,2%,6%,-6%,0.4%,-10%
Cc1cc(Nc2ccccc2)n(C(=O)c2ccc(N)cc2)n1,-1.9%,2%,-5%,0.7%,0%,13%,-9%,15%,2%
Cc1ccc(C(=O)NCCc2sc(C)nc2C)cc1,0.9%,3%,1%,-0.3%,-6%,9%,7%,1.4%,0%
Cc1ccc(C2=Nc3ccccc3N(C(=O)c3ccccc3)C(C)C2)cc1 (centres undefined),0.6%,4%,0%,-0.9%,4%,-1%,6%,0.6%,-2%
COc1ccc(OC)c(/C=N\NC(=O)c2ccc(=O)n(C)c2)c1,0.9%,5%,1%,-0.1%,-2%,5%,-9%,2.2%,6%
COc1cc(Nc2ccccn2)cc(C(=O)Nc2cccc(C(F)(F)F)c2)c1,.,4%,-9%&-2%,0.4%,-2%,15%&7%,-10%,?,3%
CCN(CC)S(=O)(=O)c1ccc(N2CCCCC2)c(C(=O)Nc2ccccc2N2CCOCC2)c1,-0.1%,3%,-3%,-0.8%,8%,1%,-12%,3.4%,16%
O=C(O)CC(c1ccccc1)c1ccccc1,-1.1%,7%,-5%,.,-2%,6%,3%,-0.5%,-12%
O=C(Nc1cc(Cl)ccc1F)C1=COCCO1,.,7%,-4%,.,.,5%,.,-0.1%,2%
O=C(NNc1nc(-c2ccc(F)cc2)cs1)c1ccccc1,1.2%,5%,7%,-1.4%,-6%,12%,-5%,2.2%,17%
O=C(NCC(c1cccnc1)N1CCN(c2ccccc2F)CC1)c1cccc(Cl)c1 (centres undefined),9.0%,0%,-3%,-0.1%,-10%,10%,-15%,-2.6%,4%
COCCNC(=O)Cn1nc(C)c([N+](=O)[O-])c1C,0.1%,.,-2%,1.3%,-7%,16%,-6%,-1.4%,.
CC(=O)N1CCc2ccccc2C1CC(=O)O (centres undefined),0.4%,15%,-11%,0.2%,3%,6%,-11%,1.2%,6%
COC(=O)[C@H](CC(C)C)NC(=O)NCCC1=CCCCC1,.,-6%,-5%,0.0%,-13%,2%,-3%,1.4%,2%
CC(C)(C)c1ccc(C(=O)Nc2cccc3ncccc23)cc1,.,10%,?,-1.3%,-10%,5%,-15%,9.2%,0%
Cc1cc(C)cc(C(=O)Nc2ccc(N3CCCC3)cc2)c1,0.4%,10%,-12%,-0.5%,1%,17%,11%,2.8%,9%
COC(=O)c1ccc(CN2C(=O)c3ccccc3S2(=O)=O)cc1,1.4%,3%,-3%,.,-2%,5%,10%,1.3%,-6%
Cc1ccccc1C(=O)OCC(=O)N(C)c1c(N)n(Cc2ccccc2)c(=O)[nH]c1=O,.,9%,-7%,.,.,8%,.,-2.2%,-6%
COc1ccc(O)c(/C=C2/SC(=S)N(Cc3ccccc3)C2=O)c1,.,3%,?,0.8%,-4%,6%,30%,0.9%,10%
Cc1cc(OCC(=O)N(C)C)c2c(-c3ccccc3)cc(=O)oc2c1,-0.3%,8%,0%,0.6%,-3%,3%,4%,-0.5%,12%
Cc1oc(-c2cccc(Cl)c2)nc1CS(=O)(=O)CC(=O)NCCN1CCCC1,.,5%,-2%,-0.4%,-9%,6%,6%,-0.4%,.
COc1ccc(C(=O)c2c3ccc(C(F)(F)F)cc3[n+]([O-])n2CCCN)cc1,.,13%,3%,.,.,-14%,.,-1.7%,.
O=c1[nH]c(C2CC2)nc2sc3c(c12)CCCC3,0.1%,-3%,-7%,1.6%,-9%,0%,-4%,16%,-2%
Cc1csc2nc(CNS(=O)(=O)c3cccnc3)cn12,.,.,1%,-0.3%,.,7%,.,0.3%,.
CCC(CO)NCc1sccc1C (centres undefined),1.6%,2%,-6%,0.2%,-6%,12%,-4%,-0.5%,0%
O=C(Nc1c(F)cc(F)cc1Br)c1cc(S(=O)(=O)N2CCN(c3ccccn3)CC2)ccc1F,1.0%,-4%,2%,-1.4%,0%,4%,-8%,18%,4%
CC1CCc2nc(N)c(C#N)c(-c3cccn3C)c2C1 (centres undefined),2.1%,3%,-9%,-0.2%,-6%,8%,15%,0.2%,5%
CCN(CC)S(=O)(=O)c1cccc(-c2nnc(SCCOc3ccccc3C)o2)c1,.,7%,-10%,-0.7%,6%,4%,6%,5.1%,3%
NC(=O)C[C@H]1NC(=O)[C@H](CCC(=O)O)NC(=O)c2cc([N+](=O)[O-])cc(I)c2NCCC[C@@H](C(N)=O)NC1=O,-5.0%,23%,3%,0.9%,-2%,6%,-12%,0.2%,2%
Cc1ccc(-n2nnc3c(=O)n(Cc4ccccn4)cnc32)cc1C,.,5%,4%,-0.2%,-2%,5%,-1%,4.8%,3%
CCCCNc1ccc(C(=O)Nc2cccc(C)n2)cc1[N+](=O)[O-],-2.8%,6%,-5%,-0.1%,8%,-1%,14%,2.0%,-4%
O=C(O)c1ccc(N2CCCCC2)cc1O,.,7%,-6%,0.1%,-4%,11%,0%,0.3%,-3%
Cc1ccc(Cl)c(OCC(=O)Nc2ccccc2C(=O)NC2CC2)c1,.,5%,5%,0.1%,-5%,-5%,8%,4.3%,3%

# Structural class: the compounds so far with an aryl thioether with sulfur outside any ring (five)
SMILES,CSM14.1 death rescue,Large T inhibition,Dengue-2 NS5 capping,West Nile antiviral,LYP inhibition,MgcRacGAP inhibition,GPR35 antagonists,RSV CPE inhibition,Salmonella PhoP GFP
CC(=O)Nc1ccc(NC(=O)CSc2cn(CC(=O)N3CCOCC3)c3ccccc23)cc1,.,15%,8%,1.0%,-2%,-3%,-21%,1.8%,-7%
CCc1cc2c(SCC(=O)O)ncnc2s1,-1.8%,4%,-7%,-0.6%,-6%,4%,-9%,3.2%,-8%
CCN1CCN(C(=O)C2CCN(S(=O)(=O)c3ccc(SC)cc3)CC2)CC1,.,0%,-4%,-0.2%,-4%,7%,5%,-0.9%,3%
COc1ccc(-n2ccnc2SCC(=O)NC2CCCC2)c(OC)c1,-0.6%,7%,-5%,-0.8%,2%,6%,-6%,0.4%,-10%
CCN(CC)S(=O)(=O)c1cccc(-c2nnc(SCCOc3ccccc3C)o2)c1,.,7%,-10%,-0.7%,6%,4%,6%,5.1%,3%

# Printed as active in MgcRacGAP inhibition (from the list above):
canonical_smiles	Large T inhibition	Dengue-2 NS5 capping	West Nile antiviral	LYP inhibition	MgcRacGAP inhibition	GPR35 antagonists	RSV CPE inhibition	Salmonella PhoP GFP
Cc1nc(Nc2ccc(O)cc2)c2c3c(sc2n1)CCCC3	30%	-8%	-0.3%	-1%	29µM*	-10%	?	-1%
